Screening results as filed in PubChem.
Dyrk1A ADPGlo: blocks rat Dyrk1A kinase activity. 310,000 tested, 0.43% active. inhibition, % at 12.5 µM. ADP-Glo luminescence, NFATc1 peptide. Q63470; in the data active = inhibition above about 50%;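 note: plate controls were vehicle with enzyme for no effect and no enzyme for full effect; many of its hits are not listed in these tables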
KCNK9 block: inhibitors of human KCNK9 two-pore domain potassium channel | Q9NPC2 | HEK293 KCNK9, FluxOR thallium flux fluorescence; stronger effect = lower value | B-score at 10 µM | 310,000 tested, 1.2% active | AID 488922;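 active = ratio B-score over 3 SD below the library mean, with starting fluorescence within 5 SD of its mean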;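 note: negative B-score means less thallium flux so channel inhibition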
KCNQ1 act: human KCNQ1 channel potentiation or activation | CHO-K1 KCNQ1, thallium flux FluxOR fluorescence; stronger effect = higher value | P51787 | AID 2648 | B-score at 10 µM | 310,000 tested, 0.35% active;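 active = fluorescence ratio B-score, a plate-corrected score, at least three library SD, with initial intensity B-score within 5 SD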
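System: Stable KCNQ1 CHO-K1 line | Incubation: 90 min dye loading and 20 min compound exposure, both at room temperature | Measure: Ratio B score | Medium: Assay buffer for compound exposure, DMSO matched across wells | Compound dosing: Single-concentration screen | Probe or stimulus: K+/Tl+ depolarizing stimulus | Measured by: Kinetic FluxOR fluorescence, 10 s baseline plus 110 s post-stimulus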
HDAC3 inh: inhibitors of human histone deacetylase 3; 320,000 tested, 0.15% active; O15379; inhibition, % at 8.3 µM; recombinant HDAC3, fluorogenic peptide/trypsin coupled, fluorescence; AID 2718; in the data active = inhibition above about 26%, passing the limit was not always enough
Target sequence (O15379 whole entry, looked up): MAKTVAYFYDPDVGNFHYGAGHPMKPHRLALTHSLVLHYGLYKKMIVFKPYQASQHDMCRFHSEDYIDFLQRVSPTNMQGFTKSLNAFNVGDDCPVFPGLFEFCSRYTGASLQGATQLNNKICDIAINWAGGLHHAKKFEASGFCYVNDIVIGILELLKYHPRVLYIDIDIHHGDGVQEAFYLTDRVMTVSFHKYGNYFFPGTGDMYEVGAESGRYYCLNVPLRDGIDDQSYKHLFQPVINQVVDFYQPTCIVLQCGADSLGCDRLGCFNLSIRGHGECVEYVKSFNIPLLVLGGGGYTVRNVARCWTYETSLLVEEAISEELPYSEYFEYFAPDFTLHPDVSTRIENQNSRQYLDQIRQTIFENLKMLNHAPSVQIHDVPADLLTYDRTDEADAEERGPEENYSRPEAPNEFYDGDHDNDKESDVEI
KCNK3 block: human KCNK3 channel inhibition, primary screen | B-score at 10 µM | AID 602410 | 340,000 tested, 0.84% active | CHO-KCNK3 thallium flux, FluxOR fluorescence; stronger effect = lower value;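 active = B-score under library mean minus 4 SD, starting fluorescence ratio at most library mean plus 5 SD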;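 note: more negative B-score means stronger inhibition of thallium flux through KCNK3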
RGS4 act: RGS4 potentiation or activation | 310,000 tested, 0.92% active | B-score at 10 µM | AID 463111 | HEK293 M3R/inducible RGS4, carbachol calcium flux Fluo4; stronger effect = lower value;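 active = B-score of the integrated calcium signal more than 4 SD below the library mean, with starting fluorescence not abnormally high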;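 note: negative B-score means reduced calcium response which marks RGS4 activation or potentiation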
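test system = M3R-expressing HEK293 line, RGS4 induced by doxycycline | probe or stimulus = carbachol at ECmax as muscarinic agonist stimulus | timing = dye loading 30 min 37 °C, buffer rest 30 min RT | signal = calcium dye Fluo4 fluorescence | evaluation = B score from integrated fluorescence ratio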
PolyA inhibitor: yeast polyadenylation inhibition. AID 1875. 300,000 tested, 0.02% active. calls only at 12 µM. S. cerevisiae SKY197-pL101 polyadenylation reporter, beta-gal luminescence; efflux-impaired pdr1/pdr3 knockout yeast; score 100 = 6 SD above DMSO;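 active = lowest replicate activity score at least 50, where 100 means six control SD above control mean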;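 note: yeast exposed to compound for 9 h at 30 °C; higher score means more reporter readthrough which indicates perturbed polyadenylation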
GSK3B inh: inhibitors of human GSK3beta kinase; 300,000 tested, 0.038% active; GST-GSK3beta kinase, ADP-Glo luminescence, 60 min; stronger effect = lower value; activity score (negative = inhibition), % at 10 µM; AID 2097;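 active = more than half of replicate wells score below -50%, meaning over 50% inhibition versus plate controls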;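 note: 0% = median DMSO wells and -100% = median GW8510 positive control wells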
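Test system: GST-tagged human GSK3beta kinase, cell-free; evaluation: activity score scaled between in-plate DMSO and GW8510 controls; measured by: ADP-Glo luminescence; incubation: 60 min reaction, RT; benchmarks: DMSO and 20 µM GW8510; reagent: peptide substrate plus 25 µM ATP (final); medium: Tris/MgCl2 kinase buffer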
hERG protect: compounds protecting human hERG from proarrhythmic drug block; 310,000 tested, 0.51% active; CHO-hERG, FluxOR thallium flux, dofetilide IC70 present; activation (rescue from dofetilide block), less the hit threshold, % at 10 µM;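 active = activation above the mean of controls blocked by dofetilide plus 5 SD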;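 note: thallium influx through hERG after potassium depolarization seen as dye fluorescence rise; in these data hits start at about 4.7%; inactives centre near -7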
GSK3 alpha inh: human GSK-3 alpha kinase inhibition; inhibition, % at 10 µM; P49840; AID 2650; 320,000 tested, 0.1% active; ADP-Glo luminescence, 60 min;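 in the data active = inhibition above about 50%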;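 note: GST-tagged GSK-3 alpha with peptide substrate and 25 µM ATP; 0% = DMSO neutral wells and 100% = GW8510 positive control wells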
Target sequence (P49840 whole entry, looked up): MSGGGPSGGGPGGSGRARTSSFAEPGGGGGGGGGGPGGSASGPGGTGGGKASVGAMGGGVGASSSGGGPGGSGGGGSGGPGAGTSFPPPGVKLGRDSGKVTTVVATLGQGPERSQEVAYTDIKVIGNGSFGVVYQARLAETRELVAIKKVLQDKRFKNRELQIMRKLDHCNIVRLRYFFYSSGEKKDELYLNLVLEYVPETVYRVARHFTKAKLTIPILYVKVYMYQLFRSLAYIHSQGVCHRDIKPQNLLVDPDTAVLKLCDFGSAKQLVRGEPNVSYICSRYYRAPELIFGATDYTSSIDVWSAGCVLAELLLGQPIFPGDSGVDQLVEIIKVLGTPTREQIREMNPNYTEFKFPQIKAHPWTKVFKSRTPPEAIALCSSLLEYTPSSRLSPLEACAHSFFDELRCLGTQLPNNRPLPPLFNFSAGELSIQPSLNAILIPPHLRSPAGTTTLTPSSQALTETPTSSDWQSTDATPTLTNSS
KCNQ1 inh: human KCNQ1 channel inhibition; P51787; CHO-K1 KCNQ1, FluxOR thallium flux fluorescence; stronger effect = higher value; B-score at 10 µM; 310,000 tested, 1.3% active; AID 2642;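 active = compounds whose thallium flux B-score, printed positive for inhibition, exceeds three library SD while starting fluorescence stays within three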;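 note: channel opened by potassium depolarization with thallium stimulus after 20 min compound exposure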
Numbers without * were called inactive; i = inactive; nt = not tested or not shown. A portion of the library (hit frequency here may not be typical).

SMILES	Dyrk1A ADPGlo	KCNK9 block	KCNQ1 act	HDAC3 inh	KCNK3 block	RGS4 act	PolyA inhibitor	GSK3B inh	hERG protect	GSK3 alpha inh	KCNQ1 inh
Cc1cc(NC(=O)CN2CCCCC2C)nc2c1c(=O)oc1ccccc12 (centres undefined)	nt	i	i	-2	nt	i	i	-4	-6	-3	i
COc1cc(C(=S)NC2CCCCC2)ccc1O	7	i	i	4	i	i	i	1	-12	1	i
Cc1onc(-c2c(Cl)cccc2Cl)c1C(=O)NCCN1CCOCC1	5	i	i	-7	i	i	i	3	-7	-1	i
CC(=O)c1cc2c(cc1NC(=O)CCC1CCCC1)OCO2	nt	i	i	-6	nt	i	i	-1	-5	-1	i
Cc1nc2sc(C)c(C)c2c(=O)o1	-1	i	i	5	i	-8.5*	i	1	-5	-1	i
O=C1c2[nH]nc(-c3ccccc3O)c2C(c2cccc(O)c2)N1Cc1ccco1 (centres undefined)	12	-8.4*	i	3	i	i	i	-2	-15	2	i
CC(C)c1ccc(Nc2nc(Cl)nc(NCCO)n2)cc1	2	i	i	7	i	i	i	-3	-11	1	i
COc1cccc2cc(-c3nnc(SCC(=O)NCc4ccccc4)n3C)oc12	-11	i	i	-6	i	i	i	0	-7	0	i
Cc1nn(-c2cccc(C(F)(F)F)c2)c(=O)c2noc(C)c12	nt	i	i	-6	i	i	i	2	-5	2	i
O=C(Cn1cnc2cc([N+](=O)[O-])ccc2c1=O)N(Cc1ccccc1)C1CCS(=O)(=O)C1 (centres undefined)	-8	i	i	0	i	i	i	-1	-4	1	i
CC(C)CCn1c(N2CCCC2)nc2c1c(=O)[nH]c(=O)n2C	6	i	i	2	i	i	i	-3	-11	9	i
CC1(C)Cc2c(C#N)c(N3CCOCC3)nc(Cc3ccccc3)c2CO1	5	i	i	1	i	i	i	-1	-13	-2	i
Cc1cccc(Cc2cnc(NC(=O)CN3C(=O)/C(=C/c4ccccc4)SC3=S)s2)c1	2	i	i	-2	i	i	i	3	-4	1	i
CCC(C)C(NC(=O)C1CCC(C)CC1)C(=O)NC(CCSC)C(=O)OC (centres undefined)	-5	i	i	-7	i	i	i	3	-13	1	i
FC(F)(F)c1cccc(Cn2c3[n+](c4ccc(C(F)(F)F)cc42)CCCCC3)c1	nt	i	i	-2	i	i	i	-1	-19	2	i
O=C(C1CCN(S(=O)(=O)c2ccc(F)cc2)CC1)N1CCCC(C(F)(F)F)C1 (centres undefined)	nt	i	i	0	i	i	i	1	-8	-1	i
CCOc1ccc(S(=O)(=O)N2CCOCC2)cc1NC(=O)c1ccc(N2CCCC2=O)cc1	-8	i	i	-6	i	i	i	-2	-14	-3	i
CCc1c(-c2ccccc2)nc2nc(C)c(C)nn12	0	i	i	-8	-8.9*	i	i	4	-8	-2	i
Cc1[nH]c2ccccc2c1CCN(Cc1cccs1)C(=S)Nc1ccccc1	10	-8.2*	i	11	i	i	i	1	-8	-2	i
C=CC[n+]1c(C)csc1Nc1ccc(C)cc1	-18	i	i	2	i	i	i	-1	-8	0	i
CCNC(=S)N/N=C/c1cccc(OCc2c(F)cccc2Cl)c1	-1	i	i	12	i	i	i	-10	-5	-4	i
Cc1ccc(C)c(S(=O)(=O)N2CCC(c3nc4c(nnn4Cc4ccc5c(c4)OCCO5)c(=O)[nH]3)CC2)c1	-4	i	i	1	i	i	i	2	-10	-3	i
Cc1cc(C)nc(SCCn2c(N3CC(C)OC(C)C3)nc3c2c(=O)n(C)c(=O)n3C)n1 (centres undefined)	nt	i	i	10	i	i	i	3	-13	-2	i
O=C(N/N=C/c1ccccc1Cl)c1ccc(F)cc1	9	i	i	8	i	i	i	-3	-6	-3	i
CC(=O)c1ccc(OCCCC(=O)OCc2nnc(-c3ccc(Cl)cc3)o2)cc1	0	i	i	0	i	i	i	4	-17	1	i
CCOC(=O)c1c(C)nc2sc3c(=O)n(-c4ccc(C)cc4)cnc3c2c1-c1ccc(OC)cc1	2	i	i	1	i	i	i	-1	-5	6	i
COc1ccc(-c2nc(CS(=O)(=O)CC(=O)NCc3cccc(Br)c3)c(C)o2)cc1	4	i	i	-6	i	i	i	2	-6	-3	i
CCCCn1c(NC(C)=O)c(C#N)c2nc3ccccc3nc21	21	i	i	-19	i	i	i	0	-12	16	i
CCCCSc1nc(C)[nH]c1[N+](=O)[O-]	-4	i	i	-5	i	i	i	-3	-10	nt	i
O=C(NC1CCCCC1)/C(=N\O)c1ccccn1	-9	i	i	-1	i	i	i	2	-2	0	i
Cc1ccc(C(=O)NCCCNC(=O)c2ccccc2C)cn1	-6	i	i	5	i	i	i	-6	-4	-2	i
Cc1cc2nc3n(c2cc1C)CCCN3	7	i	i	-7	i	i	i	2	-6	1	i
C#CC[N+]1(CC#Cc2ccccc2)CCOCC1	6	i	i	1	i	i	i	0	-12	0	i
O=C(Nc1cnccn1)c1ccc(F)cc1Cl	-3	i	i	7	i	i	i	3	-6	-2	i
CCN(C(=O)CSc1nc2cc(S(=O)(=O)N(CC)CC)ccc2o1)C1CCS(=O)(=O)C1 (centres undefined)	3	i	i	3	i	i	i	-1	-7	-1	i
CC1CCCCN1CCNS(=O)(=O)c1ccc2c(c1)oc(=O)n2C (centres undefined)	-6	i	i	6	i	i	i	2	-21	-2	i
CC(C)CCNC(=S)Nc1ccc([N+](=O)[O-])cc1	0	i	i	11	i	i	i	0	-39	1	i
Cc1nnsc1C(=O)NNc1ccc(C(C)C)cc1	nt	i	i	3	i	i	i	-2	-6	2	i
O=C(Nc1ccc(F)cc1)Nc1cccnc1Cl	12	i	i	-3	i	i	i	1	-2	1	i
CCC(Sc1ccc2nnc(-c3ccc(F)cc3)n2n1)C(=O)OC (centres undefined)	11	i	i	-6	i	i	i	-5	-9	5	i
Cc1[nH]n(-c2ccccc2)c(=O)c1C(C[N+](=O)[O-])c1ccc(Br)cc1 (centres undefined)	6	i	i	3	i	i	i	0	-11	0	i
C(=N\n1cnnc1)/c1cn(-c2cccs2)nc1-c1ccccc1	-1	i	i	8	i	i	i	1	-6	-3	i
Cn1cc(-c2ccno2)c(C(=O)O)n1	6	i	i	-5	i	i	i	1	-3	1	i
Cn1cc(Cl)c(C(=O)NNC(=S)NCc2ccco2)n1	-5	i	i	2	i	i	i	2	-12	0	i
CCOC(=O)C1CCCN(CC(O)COc2ccccc2C(C)=O)C1 (centres undefined)	1	i	i	-1	i	i	i	-2	-8	-2	i
CN(CC(=O)N1CCCCC1)S(=O)(=O)c1ccc(Cl)cc1	-9	i	i	nt	i	i	i	2	3	3	i
COc1ccc(Cl)cc1NC(=O)c1oc(C)nc1C	11	i	i	-1	i	i	i	-1	-10	-3	i
CC1CN=C(N(C(=O)Nc2ccccc2)c2ccc(F)cc2)S1 (centres undefined)	-3	i	i	4	i	i	i	0	-2	4	i

Six of the compounds above, with values under each structure:
Order of results – Dyrk1A ADPGlo, KCNK9 block, KCNQ1 act, HDAC3 inh, KCNK3 block, RGS4 act, PolyA inhibitor, GSK3B inh, hERG protect, GSK3 alpha inh, KCNQ1 inh
> CC1CCCCN1CCNS(=O)(=O)c1ccc2c(c1)oc(=O)n2C (centres undefined)
→ -6, i, i, 6, i, i, i, 2, -21, -2, i
> CC(=O)c1cc2c(cc1NC(=O)CCC1CCCC1)OCO2
→ nt, i, i, -6, nt, i, i, -1, -5, -1, i
> CCC(C)C(NC(=O)C1CCC(C)CC1)C(=O)NC(CCSC)C(=O)OC (centres undefined)
→ -5, i, i, -7, i, i, i, 3, -13, 1, i
> CCOC(=O)C1CCCN(CC(O)COc2ccccc2C(C)=O)C1 (centres undefined)
→ 1, i, i, -1, i, i, i, -2, -8, -2, i
> Cc1cccc(Cc2cnc(NC(=O)CN3C(=O)/C(=C/c4ccccc4)SC3=S)s2)c1
→ 2, i, i, -2, i, i, i, 3, -4, 1, i
> O=C1c2[nH]nc(-c3ccccc3O)c2C(c2cccc(O)c2)N1Cc1ccco1 (centres undefined)
→ 12, -8.4*, i, 3, i, i, i, -2, -15, 2, i

Going on with the list.
SMILES	Dyrk1A ADPGlo	KCNK9 block	KCNQ1 act	HDAC3 inh	KCNK3 block	RGS4 act	PolyA inhibitor	GSK3B inh	hERG protect	GSK3 alpha inh	KCNQ1 inh
Cc1ccc(C)c(NC(=S)Nc2cccc3cnccc23)c1	46	i	i	1	i	i	i	-2	-7	4	i
CCCCP(=O)(CCCC)Cc1ccccc1O	-9	i	i	-10	i	i	nt	-5	-2	-3	i
Cc1sc2ncnc(SCc3ccc(C(=O)O)cc3)c2c1C	0	i	i	nt	i	i	i	0	-5	-2	i
Cc1ccc(NC(=O)c2cc([N+](=O)[O-])ccc2Cl)c(O)c1	-1	-10*	i	5	-10*	i	i	-1	-3	-4	i
CCN(Cc1ccccc1)C(=O)c1c(-c2ccccc2Cl)noc1C	-2	i	i	1	i	i	i	0	-6	-2	i
COc1ccccc1N1CCN(C(=O)CSc2nc(C)c(C)c(=O)[nH]2)CC1	-3	i	i	3	i	i	i	3	-9	1	i
O=C(O)c1cccc(S(=O)(=O)N(Cc2ccccc2)c2ccccc2Cl)c1	-3	i	i	-1	i	i	i	6	-8	-2	i
Cc1ccc(C(=O)C2CCN(CC(=O)NC3CCCCC3)CC2)cc1	-1	i	i	0	i	i	i	9	-10	1	i
O=C(c1cccc(S(=O)(=O)N2CCN(c3ccccc3)CC2)c1)N1CCN(c2ccccc2O)CC1	-4	i	i	nt	i	i	i	-2	-8	nt	i
COCC(=O)OC/C(O)=C(\C#N)c1nc2ccccc2[nH]1	-4	i	i	nt	i	i	i	-2	-11	2	i
Cc1cccc(NC(=O)NC2CCCc3ccccc32)c1 (centres undefined)	5	i	i	-2	-9.4*	i	i	2	-18	2	i
Cc1cc(OCC(=O)Nc2ccc(Br)cc2)cc2c1C(=O)CC(C)(C)O2	nt	i	i	-1	i	i	i	7	-9	-4	i
Cc1ccc(C)c(Cc2c(C)nc3c(C(=O)NCc4ccc5c(c4)OCO5)cnn3c2C)c1	nt	-7.8*	i	-5	nt	i	i	-3	-10	0	i
